# IkB signaling – IkB pathway inhibition in ABC-DLBCL cells; 110,000 compounds, 0.04% hits; ABC-DLBCL IkBa-CBG/CBR dual luciferase ratio, 4 h; response scale: scaled: untreated 0%, proteasome inhibitor 100%; Potency, µM (top dose mostly 57.1 µM), inactives show top-dose IkBa stabilization activation; AID 445; active means well fitted curve in the direction sought with a large enough effect in the signal ratio, not every such curve was filed as active; inconclusive means small, poorly fitted or top-dose-only effect, or a change in a side signal; the % refers to the signal ratio;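 further: the direction sought is a rising ratio; 0% = basal untreated cells and 100% = reference inhibitor full response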
#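 In this assay, an IκBα–CBG68 fusion accumulates when IKK-driven degradation is blocked; native CBR normalizes for cell number. OCI-Ly3 cells were treated 4 h with compound and doxycycline, then green and red light read after Chroma-Glo addition.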
# Peg3 imprint – induces erasure of genomic imprints in mouse ES cells. mouse ES Peg3-LacZ reporter, beta-gal luminescence, 40 h. Potency, µM (doses to about 60.7 µM), without a hit: at the highest dose activity change, positive = activation, usual class: activators. 110,000 compounds, 0.02% hits;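 further: 0% = negative control wells on the plate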
#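 Readout: BetaGlo luminescence (5 min, room temp) for LacZ from the normally silent maternal Peg3 allele in female Peg3LacZ-Neo ES cells. Cells 300/well, 40 h, 37C, 5% CO2. Data normalized per plate to negative controls.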
# p53ts 39C kill – cytotoxicity in p53ts cells at nonpermissive temperature; AID 902; Potency, µM (doses to about 46.1 µM), without a hit: top-dose activity change, negative = cell killing, actives largely listed as cytotoxic; 130,000 compounds, 1.5% hits; H1299-p53A138V viability at 39C, ATP luminescence, 24 h; further: nearly all actives have a fitted effect of over 55% in size
# p53ts 32C tox – cytotoxicity in p53ts cells at permissive temperature; H1299-p53A138V at 32C, ATP luminescence viability, 24 h; Potency, µM (titrated, usually from 46.1 µM), without a hit: at the highest dose activity change, negative = cytotoxicity, hits mostly cytotoxic; 130,000 compounds, 0.93% hits;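 further: 0% = DMSO and -100% = full killing by reference compound; nearly all actives have a fitted effect of over 55% in size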
#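 ATP-content luminescence (ATPlite) read-out after 24 h compound exposure at 32C in H1299-p53A138V cells (600/well). Tested up to 46 uM. Normalized to DMSO (0%) and 100 uM tamoxifen (100% killing); Hill-fit AC50.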
# An asterisk follows results filed as active; ? = inconclusive; . = no result given; & = joins results of further samples; [ ] = another dose, or the depositor's remark. Unless noted, the call rests on the fitted dose curve; in most records, active means well fitted curve in the direction sought with a large enough effect; inconclusive means small, poorly fitted or top-dose-only effect, or another doubt; inactive means no such curve, though single readings can be large; an effect the other way counts as inactive or inconclusive. Unless noted, on the % scale 0 is the no-effect control and ±100 the full control effect; potency means the concentration at half of the fitted maximal effect.
SMILES,IkB signaling,Peg3 imprint,p53ts 39C kill,p53ts 32C tox
O=C(O)CCC(=O)Nc1ccc(-c2nnc(-c3ccco3)o2)cc1,-0.8%,-63.1%[inhibitor],-8.4%,-12.0%
CCOc1ccccc1N(C)C(=O)c1cc(S(=O)(=O)NCc2ccc(C)cc2)ccc1F,?,?,-3.8%,10.0%
CCOC(=O)c1cccc(NC(=O)CSc2ncc3c(n2)-c2ccccc2N(C)S3(=O)=O)c1,1.0%,-7.3%[10.9 µM],4.8%,-0.3%
CCc1nn(CC(=O)NCCCN(Cc2ccccc2)C(C)C)c(=O)c2cc3sccc3n12,-1.3%,15.2%,-5.1%,3.8%
C=CCN1C(=O)C(O)=C(C(C)=O)C1c1ccccc1F (stereo not drawn),3.9%,-7.9%,17.3%,-3.3%
COc1ccccc1NC(=O)Cn1c(=O)n(-c2cccc(C(C)=O)c2)c(=O)c2c3c(sc21)CN(C(C)=O)CC3,?,19.9%[10.9 µM],21.3%,3.7%
CCc1ccc(NC(=O)Cn2ccn(-c3ccc(C)c(C)c3)c(=O)c2=O)cc1,-2.2%,-11.7%[10.9 µM],10.5%,6.5%
O=C(Cn1ccc2ccccc2c1=O)Nc1ccc2c(c1)OCO2,-1.5%,-3.2%,-12.6%,-1.1%
CN(C)c1ncc2nc(-c3cccs3)c(=O)n(-c3ccccc3)c2n1,1.1%[11.4 µM],-8.9%,-1.6%,9.0%
Cc1cc(C)n(-c2nc3sc4c(c3c3nnc(SC(C)C)n23)CC(C)(C)OC4)n1,-0.8%,-5.1%,-10.3%,8.0%
O=C1[C@@H]2[C@H]3[C@H](O)[C@H](O)C/C(=N/OC[C@@H](O)COCc4ccco4)[C@H]3CC[C@H]2C(=O)N1c1ccc(F)cc1F,.,.,0.7%[9.22 µM],-1.0%[9.22 µM]
CC1CCC(N2CCN(c3ncccn3)CC2)CC1 (stereo not drawn),1.2%,0.7%,2.8%,-0.8%
COc1ccc(CNc2nc(-c3ccccc3CN(C)C)nc3ccccc23)c(OC)c1,-2.0%[11.4 µM],-25.9%,-7.1%,9.0%
COC(=O)c1ccc(C(=O)OC)c(NC(=O)c2cnn3c(C(F)F)cc(-c4ccc(C)cc4)nc23)c1,9.1%,-9.4%[10.9 µM],26.5%,5.2%
O=C(Nc1ccc(NC(=O)C2CC2)nc1)c1cccs1,0.9%,-31.4%[inhibitor],-3.1%,-7.1%

# Reprinted from the results shown, 2 compounds:
SMILES,IkB signaling,Peg3 imprint,p53ts 39C kill,p53ts 32C tox
O=C(O)CCC(=O)Nc1ccc(-c2nnc(-c3ccco3)o2)cc1,-0.8%,-63.1%[inhibitor],-8.4%,-12.0%
CCOc1ccccc1N(C)C(=O)c1cc(S(=O)(=O)NCc2ccc(C)cc2)ccc1F,?,?,-3.8%,10.0%

# Next section.
SMILES,IkB signaling,Peg3 imprint,p53ts 39C kill,p53ts 32C tox
CN=C(Nc1cc(C)nn1-c1ccccc1)c1ccccc1,-1.4%,6.4%,5.6%,4.7%
Fc1ccc(-n2ncc3c(N4CCCCCC4)ncnc32)cc1,0.2%,-24.4%[10.9 µM],5.01µM*,?
Cc1ccccc1OCc1nnc(SCc2cc(=O)c3ccccc3[nH]2)n1C,0.8%,-5.6%[10.9 µM],-6.9%,12.9%
COc1ccc(Cn2c(C(=O)O)c(CNCc3ccc(C)o3)c3ccc(C)cc32)cc1,?,8.8%[10.9 µM],-9.8%,12.2%
CCC(C(=O)N1CCN(c2ccc(OC)cc2)CC1)n1nc(C)n2c(cc3occc32)c1=O (stereo not drawn),-1.1%,6.6%[10.9 µM],?,0.8%
O=C(CSc1nc(-c2ccccc2Cl)ns1)NCc1ccco1,-1.5%,-20.0%,7.4%,-7.7%
Cc1ccc2cc(CN(Cc3ccco3)C(=O)NCc3ccccc3)c(=O)[nH]c2c1C,?,-16.3%,-8.5%,-4.4%
Cc1nnc(SCCN2C(=O)c3ccccc3C2=O)[nH]c1=O,0.0%,-3.1%,4.1%,4.6%
Cc1cc(C(F)F)n2nc(C(=O)O)nc2n1,0.4%,-11.1%,2.0%,-0.2%
CC(NC(=O)c1ccc2c(c1)N(Cc1ccc(Cl)cc1)C(=O)c1ccccc1S2(=O)=O)c1ccccc1 (stereo not drawn),0.3%,-9.7%[10.9 µM],-14.3%,16.5%
COc1ccc(CNC(=O)C(=O)NCC(c2cccnc2)N2CCN(c3ccccc3F)CC2)cc1 (stereo not drawn),0.6%,6.0%[10.9 µM],1.9%,11.1%
C=C(C)COc1ccc(-c2[nH]ncc2-c2ccccc2OC)c(O)c1,?,-35.8%[inhibitor],?,?
O=C(NCc1cccc(Br)c1)c1cnn(-c2ccc(F)cc2)c1-n1cccc1,4.1%,-9.1%[10.9 µM],-20.4%,1.1%
CCc1nnc(NC(=O)CN2CCN(c3cccc(OC)c3)CC2)s1,.,.,-7.3%,-5.7%
Nc1nc(Sc2ccc([N+](=O)[O-])c3nonc23)c2[nH]cnc2n1,3.98µM*,-40.7%[inhibitor][10.9 µM],?,?
COC(=O)c1nnn(-c2nonc2N)c1CSc1ccccn1,9.4%,-28.3%,-6.8%,2.1%
O=C(c1coc2ccccc2c1=O)N1CCN(c2cccc(C(F)(F)F)c2)CC1,0.7%,-20.9%,-0.4%,14.5%
CC(=O)N1CCC2(CC1)CCN(c1ccccn1)CC2,1.0%[11.4 µM],.,-4.1%,-11.9%
c1cncc(C(c2nnnn2C2CCCC2)N2CCN(Cc3ccc4c(c3)OCO4)CC2)c1 (stereo not drawn),0.6%,-20.0%,6.0%,-0.3%
Cc1ccc(CCNC(=O)c2cc3c(s2)-c2c(C)cccc2OC3)cc1,?,16.2%[10.9 µM],-19.7%,-2.5%
O=C(Cn1c(CO)nc2ccccc21)Nc1cc(C(F)(F)F)ccc1N1CCOCC1,0.2%,-8.1%,-1.9%,-0.1%
CCN1CCN(c2oc(-c3ccc(OC)cc3)nc2C#N)CC1,-1.5%,-5.8%,6.3%,4.0%
CC(NS(=O)(=O)c1ccc(Br)cc1)C(c1cccs1)N1CCN(C)CC1 (stereo not drawn),2.8%,-16.5%,6.3%,0.0%
COc1ccccc1Nc1nc2ccccc2n1C,2.0%,-81.5%[inhibitor],18.4%,?
Cc1c(Cl)cccc1Nc1nn2c(=O)c3ccc(C(=O)NCCC4=CCCCC4)cc3nc2s1,-1.4%,10.5%[10.9 µM],-20.2%,3.0%
Cc1ccc(N2CCN(C(=S)c3ccc(N(C)C)cc3)CC2)cc1,?,-29.2%,-11.8%,-3.7%
O=C(NCCCN1CCN(c2ccccc2)CC1)c1cc2c(s1)-c1ccccc1OC2,?,-17.6%[10.9 µM],?,5.3%
O=C(NCCN1CCN(c2ccccc2F)CC1)C1CCCN(S(=O)(=O)c2cnc[nH]2)C1 (stereo not drawn),-1.3%,-9.7%,0.8%,9.5%
CN(CCCNC(=O)c1cc2c(=O)n(C)c3ccccc3c2s1)Cc1ccccc1,-0.4%,-7.4%[10.9 µM],?,-19.4%
O=C(Cn1ncc2c1-c1ccccc1OC2)N1CCN(c2ccccn2)CC1,0.9%,-8.4%,8.5%,-0.5%
CCN(CC)C(=O)Cn1c(=O)n(CCc2ccccc2)c(=O)c2ccccc21,2.5%,11.4%[10.9 µM],-10.3%,-6.6%
CCOC(=O)c1c(C)[nH]c(CCC(=O)Nc2ccc(OC)c(OC)c2)c1C,0.3%,-6.9%[10.9 µM],-0.6%,0.9%
COc1ccc(-c2[nH]ncc2C(=O)NCc2cccc(OC)c2)cc1,?,-8.4%[10.9 µM],12.4%,1.9%
COc1ccc(NC(=O)c2ccc(-c3nc(CSc4ccc(C)cc4)c(C)o3)cc2)cc1Cl,0.0%,-8.2%[10.9 µM],?,-11.8%
CC[C@H](c1ccc(O)cc1)[C@@H](CC)c1ccc(O)cc1,7.8%[25.6 µM],-4.1%[16.8 µM],-1.7%[20.6 µM],10.9%[20.6 µM]
O=C(Nc1ccccc1C(=O)OCc1cc(=O)n2c3c(sc2n1)CCCC3)c1ccc(Cl)cc1,?,-8.4%[10.9 µM],2.6%,-8.3%
COc1ccc(CNC(=O)c2cnc(N3CCOCC3)c3ccccc23)cc1,1.1%,-3.6%[10.9 µM],-24.5%,9.8%
Cc1cc2oc(C(=O)N(Cc3ccc(N(C)C)cc3)CC3CCCO3)c(C)c2cc1C (stereo not drawn),?,-11.8%[10.9 µM],?,7.7%
O=C(COC(=O)c1ccccc1C(=O)c1ccccc1)c1ccco1,0.9%,-10.0%,-4.8%,2.5%
O=c1c(-c2ccc(F)cc2)nc2cnc(N3CCOCC3)nc2n1CCc1ccccc1,-0.1%[11.4 µM],?,-5.2%,-6.7%
Cc1cccc(-c2noc(-c3ccc(NC4CCCC4)c([N+](=O)[O-])c3)n2)c1,-0.1%,-10.5%[10.9 µM],-4.0%,4.0%
CCCCCCN(CCCCCC)C(=O)Cc1c(-c2ccc(F)cc2)[nH]c2ccccc12,0.5%&-5.1%,-27.4%&-13.6%,16.8%,24.4%
CCOC(=O)N1CCN(C(=O)Nc2ccc(Cl)cc2Cl)CC1,-1.3%,17.3%,2.0%,1.6%
Fc1ccc(-c2noc3ncnc(NCCc4ccccc4)c23)cc1,-1.5%,-6.7%[10.9 µM],-20.3%,0.6%
OCCCNC(c1ccccc1)c1ccc(O)cc1 (stereo not drawn),5.6%,2.5%,23.4%,-6.7%

# Just p53ts 39C kill, for six of the compounds above:
canonical_smiles	p53ts 39C kill
Cc1cc2oc(C(=O)N(Cc3ccc(N(C)C)cc3)CC3CCCO3)c(C)c2cc1C (stereo not drawn)	?
CC[C@H](c1ccc(O)cc1)[C@@H](CC)c1ccc(O)cc1	-1.7%[20.6 µM]
O=C(COC(=O)c1ccccc1C(=O)c1ccccc1)c1ccco1	-4.8%
CCN(CC)C(=O)Cn1c(=O)n(CCc2ccccc2)c(=O)c2ccccc21	-10.3%
COc1ccc(NC(=O)c2ccc(-c3nc(CSc4ccc(C)cc4)c(C)o3)cc2)cc1Cl	?
Fc1ccc(-c2noc3ncnc(NCCc4ccccc4)c23)cc1	-20.3%

# (list continues)
SMILES,IkB signaling,Peg3 imprint,p53ts 39C kill,p53ts 32C tox
COc1ccc(C(=O)OCC(=O)NCc2ccco2)cc1OC,-0.7%,-1.6%,-7.3%,2.5%
CS(=O)(=O)N1CCC2(CCCN(Cc3ccc(C#N)cc3)C2)CC1,1.9%[11.4 µM],.,-5.1%,-15.0%
O=C(c1cc2ccccc2oc1=O)N1CCN(c2ccc(Cl)cc2)CC1,?,5.9%[10.9 µM],2.9%,1.7%
COc1ccc(N2CCN(C(=O)c3ccc(NS(=O)(=O)c4ccc(F)cc4)cc3)CC2)cc1,?,-33.1%[inhibitor],5.0%,0.9%
CC(C)Oc1ccc(CNC(=O)CN2C(=O)CCn3nc(-c4cn(C)c5ccccc45)cc32)cc1,5.7%,?,-5.5%,3.7%
CCCOC(=O)c1cccc(Nc2nc(C(=O)OCC)nc3ccccc23)c1,?,-17.6%[10.9 µM],-0.2%,-11.1%
COc1ccc(Cn2c(SCC(=O)N(C)Cc3ccccc3)nc3ccccc32)cc1,-0.4%,-4.4%[10.9 µM],-2.6%,2.8%
CN(C)c1ncc2nc(-c3cc(F)cc(F)c3)c(=O)n(CCc3ccccc3)c2n1,-2.6%[11.4 µM],-9.5%,-2.2%,-23.0%
N#CCSc1ncnc2sc3c(c12)CCC3,0.2%,-6.5%,-7.1%,2.0%
CC1(C)CC2CC(C)(CN2C(=O)COC(=O)c2n[nH]c(=O)c3ccccc23)C1 (stereo not drawn),0.4%,-6.3%,0.8%,3.9%
CN(C)S(=O)(=O)n1cnc(-c2ccccc2)c1-c1ccccc1,-0.3%,6.4%,-1.1%,4.8%
CCn1c2ccccc2c2nnc(N3CCN(c4ccc(OC)cc4)CC3)nc21,?,-21.6%[10.9 µM],32.1%[activator],16.5%
O=C(O)c1ccc(-n2nnnc2SCc2ccccc2F)cc1,-3.7%,-2.8%,-12.3%,-3.8%
COc1cc(C(c2sc3nc(C)nn3c2O)N2CC(C)OC(C)C2)cc(OC)c1OC (stereo not drawn),?,11.9%,5.6%,-11.8%
CCCCNC(=O)CCC1N=C2c3ccccc3N=C(SCC(=O)NCCc3ccc(OC)c(OC)c3)N2C1=O (stereo not drawn),-0.5%,-9.4%[10.9 µM],-9.6%,0.0%
CCOC(=O)C(CC)Sc1ncnc2c1nnn2-c1ccc(F)cc1 (stereo not drawn),.,.,-5.1%,-1.1%

# High-throughput results as filed in PubChem.
